AmpC inh no detg = qHTS Inhibitors of AmpC Beta-Lactamase (assay without detergent). actives 0.52% (n = 330,000). P00811. Potency, µM (highest dose often 57.1 µM), without a hit: at the top dose activity change, negative = inhibition, usual class: inhibitors. AmpC nitrocefin hydrolysis, absorbance 480 nm, 0.0001% Triton;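 note: potency is the fitted concentration of half-maximal effect; plate controls were no compound for no effect and no enzyme for full effect; nearly all actives have a fitted effect of over 20% in size; some results filed as inactive show a strong effect at the top dose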
Target sequence (P00811 whole entry, looked up): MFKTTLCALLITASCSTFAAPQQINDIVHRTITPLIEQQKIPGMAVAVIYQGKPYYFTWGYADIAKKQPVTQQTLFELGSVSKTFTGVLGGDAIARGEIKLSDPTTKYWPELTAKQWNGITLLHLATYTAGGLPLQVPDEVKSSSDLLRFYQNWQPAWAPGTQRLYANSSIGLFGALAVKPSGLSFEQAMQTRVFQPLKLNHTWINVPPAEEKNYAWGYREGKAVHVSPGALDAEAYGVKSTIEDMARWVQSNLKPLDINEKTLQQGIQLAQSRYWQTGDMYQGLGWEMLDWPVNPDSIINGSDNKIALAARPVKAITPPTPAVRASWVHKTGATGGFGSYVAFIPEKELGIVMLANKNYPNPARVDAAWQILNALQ
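20 mM phosphate pH 7.0 + 0.01% (detergent screen) or 0.0001% Triton X-100; 5.3 nM AmpC reagent; cpd preinc 15 min RT; nitrocefin (800 uM stock) to start; A480 q20 s × 4 min; Activity was normalised to no-enzyme and no-compound control wells.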
FBPA Giardia inh = qHTS Assay for Inhibitors of Fructose-1,6-bisphosphate Aldolase from Giardia Lamblia; purified Giardia FBPA; Potency, µM (top dose mostly 59.6 µM), for the others: top-dose activity, negative = inhibition, usual class: inhibitors; actives 0.71% (n = 290,000); note: potency is the fitted concentration of half-maximal effect; nearly all actives have a fitted effect of over 55% in size
Target sequence (A8B2U2 whole entry, looked up): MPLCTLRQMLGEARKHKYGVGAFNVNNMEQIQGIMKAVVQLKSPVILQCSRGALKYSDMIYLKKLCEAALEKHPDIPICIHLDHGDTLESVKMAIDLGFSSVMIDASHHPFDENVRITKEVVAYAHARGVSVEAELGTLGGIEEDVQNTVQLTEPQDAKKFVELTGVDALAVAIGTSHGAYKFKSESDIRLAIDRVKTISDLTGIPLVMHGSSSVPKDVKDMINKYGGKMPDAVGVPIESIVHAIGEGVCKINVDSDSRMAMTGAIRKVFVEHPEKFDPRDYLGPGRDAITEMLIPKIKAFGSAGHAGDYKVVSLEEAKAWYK
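40 nM FBPA preincubated 10 min at RT with compound (up to 57.5 uM final), then substrate plus GAPDH/TPI/NAD/arsenate coupling and diaphorase/resazurin added. Fluorescence read after 20 min at RT, 525/598 nm.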
HCV inhibitor = qHTS Assay for Inhibitors of Hepatitis C Virus (HCV). actives 3.4% (n = 340,000). Huh7.5.1 HCVcc-Cre infection, luciferase reporter, 44 h. AID 651820, 2012. Potency, µM (series often up to 41.8 µM), inactives show top-dose activity change, negative = inhibition, most hits filed as inhibitors; note: potency is the fitted concentration of half-maximal effect
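After 44 h co-culture of compound, cells and HCVcc-Cre (~0.5 moi), substrate is added for 15 min at room temperature and luciferase measured over 15 sec. Cells were seeded at 1,000/well and pre-cultured 4 h.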
HCMV inh = qHTS Assay for inhibitors of the human cytomegalovirus (HCMV) | AID 1259415, 2018 | activity change, negative = inhibition, % at 57.5 µM | HFF cells, HCMV-luciferase reporter, 72 h; stronger effect = lower value | actives 4.5% (n = 410,000); in the data active = activity change below about -60%; inconclusive = no clear call, values can overlap the other calls; inactive = above about -39%
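Two-dose cell screen: HFF monolayers treated with compounds and infected with luciferase-expressing HCMV at 1 PFU/cell, 72 h at 37C, then lysed for luciferase measurement.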
AmpC detergent = qHTS Inhibitors of AmpC Beta-Lactamase (assay with detergent). AID 485294, 2010. actives 0.041% (n = 370,000). AmpC hydrolysis of nitrocefin, absorbance 480 nm, 0.01% Triton. P00811. Potency, µM (doses to about 114 µM), for the others: top-dose activity change, negative = inhibition, most hits filed as inhibitors;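 note: potency is the fitted concentration of half-maximal effect; 0% = no-compound wells and -100% = no-enzyme wells; nearly all actives have a fitted effect of over 25% in size; some results filed as inactive show a strong effect at the top dose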
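AmpC (5.3 nM in the dispensed reagent) in 20 mM phosphate pH 7.0 with 0.01% (detergent screen) or 0.0001% Triton X-100 was preincubated with compounds for 15 min at room temperature. Nitrocefin was then added from an 800 uM solution, and hydrolysis was followed at 480 nm.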
Sm TGR block = qHTS Assay for the Inhibitors of Schistosoma Mansoni Peroxiredoxins | Schistosoma mansoni thioredoxin glutathione reductase (TGR), Q962Y6 | purified TGR, DTNB reduction, TNB absorbance 405 nm | actives 3% (n = 360,000) | Potency, µM (highest dose often 114 µM), without a hit: top-dose activity change, negative = inhibition, hits mostly inhibitors; note: potency is the fitted concentration of half-maximal effect; nearly all actives have a fitted effect of over 60% in size
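First, TGR (20 nM dispensed) and NADPH were mixed with compound. Second, a 15 min room-temperature incubation followed. Third, further NADPH and then DTNB were added to start the reaction. Finally, TNB absorbance was monitored kinetically.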
* marks the source's active call; other numbers are inactive results; ? = inconclusive; . = no result given; & = joins results of further samples; [ ] = remark or other dose. Unless noted, calls come from the whole dose curve; as a rule, active = well fitted curve in the direction sought with a large enough effect; inconclusive = small, poorly fitted or top-dose-only effect, or another doubt; inactive = no such curve, though single readings can be large; an effect the other way counts as inactive or inconclusive. Unless noted, % is set by controls: 0 for no effect and ±100 for the full control effect.

Each structure is followed by: AmpC inh no detg | FBPA Giardia inh | HCV inhibitor | HCMV inh | AmpC detergent | Sm TGR block
Cc1c(Cl)cccc1NC(=S)N1CCCN(Cc2ccccc2F)C1
    -7% | -4% | 1% | -9 | -7% | -3%
CCOc1ccccc1CN1CCNC(=O)C1CC(=O)NC1CCCCCC1 (centres undefined)
    68%[activator] | -3% | -8% | -17 | ? | ?
CCOC(=O)C1C(=O)NC(c2ccccc2)=NC1c1ccc(OC)cc1 (centres undefined)
    -7% | 1% | 6% | -20 | 0% | -1%
COc1ccc(C)cc1NC(=O)NCc1ccccc1F
    -11%[2.29 µM] | -3% | -16% | 15 | -11% | -3%
OCC1(Cc2cccc(F)c2)CCN(Cc2cccc3nccnc23)CC1
    -17% | 2% | 3% | -25 | 0% | 1%
Cc1cccn2c(=O)c(/C=C(\C#N)C(=O)NCc3ccco3)c(N3CCC(C(N)=O)CC3)nc12
    -16% | -4% | -7% | -19 | -5% | 2%
CC(C)Cc1nnc(NC(=O)CCC(=O)Nc2ccc(Cl)cc2)s1
    2% | -5% | 5% | 4 | -4% | -2%
Cc1c(NC(=O)C(C)OC(=O)c2cccc(S(=O)(=O)N(C)C)c2)c(=O)n(-c2ccccc2)n1C (centres undefined)
    -3% | 5% | 10% | -12 | -13% | 3%
NS(=O)(=O)c1ccc(NC(=O)C(=O)Nc2ccc3nc4n(c(=O)c3c2)CCCCC4)cc1
    . | . | . | 13 | 4% | -1%
Oc1ccccc1/C=N/Nc1cc(N2CCCC2)nc(N2CCCC2)n1
    -27% | -29% | ? | -35 | 1% | -2%
COc1ccc(/C=C/C(=O)NC(=S)Nc2ccc(C(=O)O)cc2)cc1
    -18% | 1% | 28% | -12 | -2% | -34%
O=C(NCCOC(=O)c1ccncc1)c1ccccc1
    -30% | 8% | 15% | -12 | ? | 4%
O=C(Cc1c(Cl)cccc1Cl)Nc1cccc(S(=O)(=O)N2CCOCC2)c1
    -18% | -6% | ? | -2 | -13% | 6%
Cn1nc(-c2ccc(C(=O)NCC3CCCO3)cc2)c2ccccc2c1=O (centres undefined)
    5% | -2% | 2% | 56 | ? | -2%
COc1ccc(CNC(=O)COC(=O)c2ccc(F)c(S(=O)(=O)N3CCCCC3)c2)cc1OC
    112%[activator] | -6% | -2% | 0 | -2% | 2%

More entries follow:
Each structure is followed by: AmpC inh no detg | FBPA Giardia inh | HCV inhibitor | HCMV inh | AmpC detergent | Sm TGR block
CCC(c1nnnn1Cc1ccco1)N(CCc1ccccc1)Cc1cc2ccc(OC)cc2[nH]c1=O (centres undefined)
    -2% | -5% | ? | -25 | ? | 1%
Nc1cccc(C(=O)Nc2ccco2)c1
    -18% | -20% | 5% | 11 | 0% | -1%
COc1ccc(-c2c(C)nn3c(C(F)(F)F)cc(-c4ccccc4)nc23)cc1
    . | . | . | -5 | 1% | -8%
C=CCc1cccc(/C=N/NC(=O)COc2ccc(-n3cnnn3)cc2)c1O
    -26% | . | 7% | ? | -3% | -3%
CCNC(=O)CSc1nnc(-c2ccc(OC)cc2)n1CC(C)C
    -2% | 6% | 18% | 5 | 3% | 1%
COc1ccc(-c2cnc(SCC(=O)Nc3nc(C(C)(C)C)cs3)n2Cc2ccco2)cc1
    -30% | 0% | 4.5µM* | -19 | 1% | -36%
CCOc1ccc(-c2nnc(N3CCCCC3)c3ccccc23)cc1
    5% | 9% | ? | ? | -13% | 1%
O=C(CCc1nc2ccccc2[nH]c1=O)OCC(=O)c1ccc(Cl)cc1
    -39% | 6% | 19% | -21 | ? | 3%
CNc1ccc([N+](=O)[O-])cc1-c1nc2ccccc2[nH]c1=O
    -9% | 1% | 1% | 9 | ? | 1%
O=C(CCn1c(SCC(=O)NCc2ccco2)nc2ccccc2c1=O)NCCc1ccccc1
    -23% | -4% | -13% | 53 | ? | ?
CCc1ccc(NC(=O)c2ccc(S(=O)(=O)NCc3cccnc3)cc2)cc1
    19% | 7% | ? | 4 | -15% | -9%
CC(C)NC(=O)C1CCC(Cn2c(=O)c3sccc3n(CC(=O)N3CCCC3)c2=O)CC1 (centres undefined)
    . | . | . | -89* | -1% | 0%
O=C(O)c1ccccc1CSc1nc2ccccc2s1
    -30% | ? | 13% | 42 | -8% | 1%
CCCOc1ccccc1C1C(C(=O)OC)=CN(C(C)C)C=C1C(=O)OC
    52% | 1% | -18% | -19 | ? | 7%
COc1ccc(C(CNC(=O)c2cc(S(=O)(=O)NCc3ccco3)ccc2C)N(C)C)cc1 (centres undefined)
    -6% | . | -15% | 0 | . | .

(next part)
smiles | AmpC inh no detg | FBPA Giardia inh | HCV inhibitor | HCMV inh | AmpC detergent | Sm TGR block
O=c1oc2c(CN3CCOCC3)c(O)c(Cl)cc2c2c1CCC2 | 1% | -4% | . | -25 | ? | 0%
C/C(=N\NC(=O)c1c(C)nc2ccccn12)c1ccccc1F | 0% | . | -14% | -6 | 5% | 3%
O=C(NCc1ccccc1F)c1ccc(S(=O)(=O)Nc2cccc(C(F)(F)F)c2)cc1 | -8% | -1% | -10% | ? | 4% | -23%
C=CCOc1ccccc1CN1CCSCC1 | -20% | -26% | 11% | -22 | -11% | 9%
Cc1cc(Nc2ccccc2)nn1C(=O)c1ccccc1 | -23% | -1% | ? | -23 | -7% | 0%[11.4 µM]
Cc1ccccc1CNC(=O)C(C)n1nc(C)n2c(cc3occc32)c1=O (centres undefined) | . | . | . | -9 | -3% | 1%
Cc1ccc(CN2CC(C(=O)Nc3ccc(F)c([N+](=O)[O-])c3)CC2=O)cc1 (centres undefined) | 16% | -4% | -18% | 2 | -4% | -9%
Cc1cc(N/C=C\c2nnnn2-c2ccc(F)cc2)no1 | -6% | 7% | -2% | -24 | ? | 3%
COc1ccccc1CNC(=O)COC(=O)c1cccc(S(=O)(=O)N2CCCC2)c1 | -4% | . | 14% | 13 | 5% | 6%
Cc1ccc(NS(=O)(=O)c2cccc(C(=O)NCC(c3ccc(F)cc3)N3CCOCC3)c2)cc1 (centres undefined) | 60%[activator] | . | ? | -18 | -1% | 3%
O=C(NNS(=O)(=O)c1ccccc1[N+](=O)[O-])c1cccc(Br)c1 | -24% | -15% | 4% | -7 | -2% | 4%
CCCn1c(N)c(N(CCOC)C(=O)c2cc(Cl)nc3ccccc23)c(=O)[nH]c1=O | -8% | . | 21% | -29 | -14% | -1%
Cc1cc(=O)oc2cc(OC(C)C(=O)NC3(C#N)CCCCC3)ccc12 (centres undefined) | -22% | . | 4% | 1 | -3% | -6%
COc1cc(NC(=O)c2cccs2)ccc1NC(=O)c1ccccc1Cl | -57% | -8% | ? | ? | 1% | 3%
Cc1[nH]c2ccccc2c1/C=C/c1nc2ccccc2c(=O)n1CCO | -6% | -1% | ? | 4 | -8% | -3%
COc1ccc(-c2cc3nc(-c4ccccc4)cc(N4CCC(O)CC4)n3n2)cc1 | 102%[activator] | -11% | ? | ? | 9% | 12%
Cc1ccc(CN2CCC(n3nccc3NC(=O)C3CCOC3)CC2)cc1 (centres undefined) | 0% | . | -20% | -14 | 6% | -19%
CCN(CC)S(=O)(=O)c1ccc(NC(=O)CNC2CCCCC2)cc1 | 1% | ? | 0% | ? | 3% | 8%
O=C(Nc1nc(COc2ccccc2)cs1)C1CCC1 | -20% | -1% | ? | 9 | -11% | 0%
C/C(CCc1oc2c(Br)cc(Br)cc2c1-c1ccc(C)o1)=N\O | -46% | -9% | ? | -9 | 0% | 16µM*
CCC(C)NC(=O)CC1Oc2ccc(Cl)cc2NC1=O (centres undefined) | -25% | -3% | 8% | 7 | -8% | -13%
CC(=O)c1ccc(-n2nnnc2SCC(=O)N2CCN(C(=O)c3ccco3)CC2)cc1 | -12% | 0% | 4% | 35 | ? | -12%
O=C(Cn1cnc2c(nc3n2CCCCC3)c1=O)Nc1ccc(F)cc1 | . | . | . | 12 | 17% | 0%
COC1CCCCC1Nc1cc(C)cc(C)c1 (centres undefined) | -15% | -28% | 18% | 17 | 4% | -16%
CCCc1[nH]nc2c1C(/C(C)=C/c1ccccc1)C(C#N)=C(N)O2 (centres undefined) | -26% | -5% | -11% | -83* | -1% | ?

Molecules from the list above that have a cyano group (three):
smiles | AmpC inh no detg | FBPA Giardia inh | HCV inhibitor | HCMV inh | AmpC detergent | Sm TGR block
Cc1cccn2c(=O)c(/C=C(\C#N)C(=O)NCc3ccco3)c(N3CCC(C(N)=O)CC3)nc12 | -16% | -4% | -7% | -19 | -5% | 2%
Cc1cc(=O)oc2cc(OC(C)C(=O)NC3(C#N)CCCCC3)ccc12 (centres undefined) | -22% | . | 4% | 1 | -3% | -6%
CCCc1[nH]nc2c1C(/C(C)=C/c1ccccc1)C(C#N)=C(N)O2 (centres undefined) | -26% | -5% | -11% | -83* | -1% | ?

Next results follow:
smiles | AmpC inh no detg | FBPA Giardia inh | HCV inhibitor | HCMV inh | AmpC detergent | Sm TGR block
CC(=O)C1=C(O)C(=O)N(CC#N)C1c1cccs1 (centres undefined) | -7% | -12% | -6% | -3 | -13% | -21%
O=C(Nc1nnc(CSCc2ccc(Cl)cc2)s1)c1cccc([N+](=O)[O-])c1 | -29% | -27% | 21% | -34 | ? | -10%
CC(/C=C/c1ccc(Cl)o1)=C\C(=O)O | -12% | 3% | 12% | -1 | -1% | 8.9µM*
COc1ccc(CCNC(=O)c2nn(C)cc2Cl)cc1 | ? | 0% | -6% | 3 | 0% | 4%
COc1cc(N2CCOCC2)ccc1C=C1C(=O)NC(=O)NC1=O | -11% | 6% | 11% | -30 | ? | -8%
CC(=O)c1cc2c(cc1NC(=O)C1CCC1)OCO2 | -16% | 4% | ? | 43 | 3% | 8%
Cc1ccc2nc(C3CCN(C(=O)NCc4ccccc4)CC3)[nH]c2c1 | -17% | 0% | . | -88* | ? | 0%
CCOC(=O)c1cc(C#N)c(C)nc1N(CC)CC | 0% | 0% | ? | 10 | -5% | -8%
Nc1c(C(=O)Nc2ccc(Br)cc2F)sc2nc3c(cc12)N1CCC3CC1 | . | . | . | -11 | -2% | -12%
COc1ccccc1Nc1nc(NCCO)c2ccccc2n1 | -14% | 8% | . | . | -6% | -32%
CC(=O)COc1ccccc1OC(=O)c1ccco1 | -7% | 0% | 0% | 5 | -12% | -2%
CC1CCN(C(=O)COC(=O)C2CCN(S(=O)(=O)c3c(Cl)cccc3Cl)CC2)CC1 | 56% | . | 2% | -18 | -3% | -5%
O=C(c1ccc2c(c1)OCCO2)N1CCCCC1 | -11% | 4%&4% | 1% | -2 | 1% | 11%
O=S1(=O)c2ccccc2N=NN1Cc1ccc(Cl)c(Cl)c1 | . | -21% | . | . | 0% | 4µM*
CCCNC(=O)C(CC)NC(=O)c1ccc(C#N)cc1 (centres undefined) | -1% | . | 6% | 6 | 1% | -9%
Cc1ccc(C(=O)N/C(=C\c2cccs2)C(=O)NC2CCCCC2)cc1 | -26% | 5% | 0% | -4 | ? | -9%
CCN(CC(=O)Nc1ccc(OC)cc1)CC(=O)Nc1ccc(Cl)cc1F | 75%[activator] | -16% | -1% | 55 | -14% | -3%

Screening results from PubChem.
